Screening results deposited in PubChem BioAssay by National Center for Advancing Translational Sciences (NCATS).
Pf growth 96h: P. falciparum growth inhibition at 96 hour, primary screen for plastid delayed-death inhibitors; actives 6.9% (n = 320,000); Potency, µM (series often up to 28.7 µM), without a hit: at the top dose activity change, negative = inhibition, actives largely listed as inhibitors; P. falciparum luciferase reporter growth, 96 h; further: potency means the concentration at half of the fitted maximal effect; on the % scale 0 is the no-effect control and ±100 the full control effect
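Compounds incubated with erythrocytes infected by luciferase-expressing P. falciparum (2% hematocrit, 0.05% parasitemia final) for 96 hours, 37 C in 5% CO2. Growth inhibition scored as decreased luciferase luminescence.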
FBPA Giardia inh: blocks Giardia fructose-bisphosphate aldolase activity | actives 0.71% (n = 290,000) | purified Giardia FBPA | Potency, µM (series often up to 59.6 µM), for inactives: top-dose activity, negative = inhibition, most hits filed as inhibitors | A8B2U2 | AID 2451; further: potency means the concentration at half of the fitted maximal effect; on the % scale 0 is the no-effect control and ±100 the full control effect; nearly all actives have a fitted effect of over 55% in size
Target sequence (A8B2U2 whole entry, looked up): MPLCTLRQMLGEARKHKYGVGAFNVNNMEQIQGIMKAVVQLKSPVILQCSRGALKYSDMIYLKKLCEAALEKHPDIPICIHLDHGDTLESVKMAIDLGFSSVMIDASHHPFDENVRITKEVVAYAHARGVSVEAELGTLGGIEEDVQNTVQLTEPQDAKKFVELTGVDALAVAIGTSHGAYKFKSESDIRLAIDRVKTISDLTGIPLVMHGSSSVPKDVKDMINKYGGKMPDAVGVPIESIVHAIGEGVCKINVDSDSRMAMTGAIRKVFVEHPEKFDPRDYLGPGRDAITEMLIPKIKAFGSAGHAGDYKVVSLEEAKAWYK
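40 nM FBPA preincubated 10 min at RT with compound (up to 57.5 uM final), then substrate plus GAPDH/TPI/NAD/arsenate coupling and diaphorase/resazurin added. Fluorescence read after 20 min at RT, 525/598 nm.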
Shiga toxin inh: blocks Shiga toxin action in Vero cells. Vero cells, Shiga toxin protein synthesis inhibition reporter. inhibition, % at 38.7 µM. actives 9.2% (n = 290,000). AID 2315; in the data active means inhibition mostly above about 28%, no sharp cut-off; inactive means mostly below about 43%; further: 0% is about no effect
Cycloheximide cs: counter-screen for Shiga toxin inhibitors: cycloheximide protein synthesis inhibition | cell reporter, cycloheximide protein synthesis inhibition counterscreen | max response, % | actives 12% (n = 300,000); in the data active means max response mostly above about 13%, no sharp cut-off; inactive means mostly below about 14%; further: read at 38.3 µM for the half of the compounds with a filed dose; 0% is about no effect
Sm TGR inh: S. mansoni TGR enzyme inhibition. AID 485364. purified TGR, DTNB reduction, TNB absorbance 405 nm. Potency, µM (doses to about 114 µM), inactives show at the top dose activity change, negative = inhibition, usual class: inhibitors. actives 3% (n = 360,000). Q962Y6; further: potency means the concentration at half of the fitted maximal effect; on the % scale 0 is the no-effect control and ±100 the full control effect; nearly all actives have a fitted effect of over 60% in size
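TGR 20 nM + NADPH 100 uM (dispensed conc.), cpd preinc 15 min RT; start with NADPH (500 uM addition) then DTNB (15 mM addition). Kinetic TNB absorbance, 405 nm filter. Four-parameter Hill fit across titration.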
Pf growth 48h: P. falciparum growth inhibition at 48 hours (one generation); Potency, µM (top dose mostly 28.7 µM), for the others: at the highest dose activity change, negative = inhibition, actives largely listed as inhibitors; P. falciparum luciferase growth in erythrocytes, 48 h; actives 5.9% (n = 310,000); AID 504832; further: potency means the concentration at half of the fitted maximal effect; on the % scale 0 is the no-effect control and ±100 the full control effect
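A one-generation exposure of luciferase-tagged malaria parasites in RPMI 1640/Albumax erythrocyte culture, 37 C and 5% CO2. Inhibition is inferred from decreased luminescence after adding detection reagent.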
* hit, by the source's call; ? = inconclusive; / = not tested or not shown; & = joins results of further samples; [ ] = remark or other dose. Unless noted, the call rests on the fitted dose curve; in most records, active means well fitted curve in the direction sought with a large enough effect; inconclusive means small, poorly fitted or top-dose-only effect, or another doubt; inactive means no such curve, though single readings can be large; an effect the other way counts as inactive or inconclusive.

The opening 4 entries as a preview:
cpd	Structure	Cycloheximide cs	Pf growth 96h	Shiga toxin inh	FBPA Giardia inh	Sm TGR inh	Pf growth 48h
1	CCN(CC)P(=O)(/C(Cl)=C\Nc1c(C)n(C)n(-c2ccccc2)c1=O)N(CC)CC	7	-26%	-4	-14%	89µM*	-15%
2	CCN(c1ccccc1)S(=O)(=O)c1ccc(C(=O)N(C)CCc2ccc(OC)c(OC)c2)cc1	-6	?	-8	5%	-4%	?
3	COCC(C)n1c(C)cc(C(=O)COC(=O)c2c(C)nn(-c3ccccc3)c2C)c1C (configuration not stated)	-4	?	14	2%	0%	?
4	COc1ccc(S(=O)(=O)N(C)CC(=O)Nc2ccc(C(F)(F)F)cc2)cc1Cl	-2	?	-9	-1%	0%	/

The whole of this part, from the start:
cpd	Structure	Cycloheximide cs	Pf growth 96h	Shiga toxin inh	FBPA Giardia inh	Sm TGR inh	Pf growth 48h
1	CCN(CC)P(=O)(/C(Cl)=C\Nc1c(C)n(C)n(-c2ccccc2)c1=O)N(CC)CC	7	-26%	-4	-14%	89µM*	-15%
2	CCN(c1ccccc1)S(=O)(=O)c1ccc(C(=O)N(C)CCc2ccc(OC)c(OC)c2)cc1	-6	?	-8	5%	-4%	?
3	COCC(C)n1c(C)cc(C(=O)COC(=O)c2c(C)nn(-c3ccccc3)c2C)c1C (configuration not stated)	-4	?	14	2%	0%	?
4	COc1ccc(S(=O)(=O)N(C)CC(=O)Nc2ccc(C(F)(F)F)cc2)cc1Cl	-2	?	-9	-1%	0%	/
5	CN1CCC2(CC1)C1CN(C)CC=C1C(C#N)=C(N)C2(C#N)C#N (configuration not stated)	-5&-2	?	-15&-10	?	-10%&-24%	-16%&1%
6	O=C(NCCCN1CCC(Cc2ccccc2)CC1)c1ccc2nc(N3CCOCC3)sc2c1	-1	?	-3	-4%	6%	10µM*
7	O=C(Nc1cccc(Cl)c1)c1ccc(-n2cncn2)c([N+](=O)[O-])c1	14	?	15	-6%	-1%	12µM*
8	COc1ccc(NC(=O)CNC(=O)c2nn(-c3ccc(OC)c(OC)c3)c(=O)c3ccccc23)c(OC)c1	-4	-5%	-6	-4%	-13%	?
9	COc1ccc(-n2nc(C(=O)NCc3ccco3)c3ccccc3c2=O)cc1	-1	3.3µM*	2	0%	67%[activator]	/
10	CCc1ccc(C(=O)CN2C(=O)NC(C)(c3ccc(C)cc3)C2=O)cc1 (configuration not stated)	-5	?	-1	-5%	-15%	-8%
11	CC(=O)C1=C(c2ccccc2)NC(=O)NC1c1ccc2c(c1)OCO2 (configuration not stated)	-2	1%	/	8%	-6%	31%
12	COc1ccc(Nc2nnc(Cc3ccncc3)c3ccccc23)c(OC)c1	10	20%	13	5%	-5%	-58%
13	COc1cccc(C(C)NC(=O)Nc2cc(Cl)ccc2OC)c1 (configuration not stated)	2	11%	-9	-5%	4%	?
14	COc1ccc(CNC(=O)CNC(=O)c2c(C)nn(C)c2Cl)cc1	-2	30%	1	1%	27%	21%
15	CCCCN(CCCC)c1ncnc2nc[nH]c12	-3	61%[activator]	-10	1%	/	-20%
16	Cc1cccc(C(=O)NCC(=O)OCC(=O)c2cc(C)n(CC3CCCO3)c2C)c1 (configuration not stated)	48*	110%[activator]	89*	-1%	-1%	287%[activator]
17	Cc1ccc(NC2=C(C(=O)c3ccccc3)N(C)S(=O)(=O)c3ccccc32)cc1	3	12µM*	-4	-5%	-20%	9.3µM*
18	CC(=O)c1cc2c(cc1NC(=O)c1ccc(C)cc1)OCCO2	8	27%	12	8%	-21%	23%
19	COC(=O)c1ccccc1NC(=O)c1cc(OC)cc(OC)c1	-3	-11%	-2	1%	13%	-8%
20	Cc1ccc2cc3cc(C(=O)NCCCN4CCc5ccccc5C4)oc3nc2c1	30*	/	35	?	-4%	8.3µM*

Three compounds already listed, ordered by number of heavy atoms, lowest first:
cpd	Structure	Cycloheximide cs	Pf growth 96h	Shiga toxin inh	FBPA Giardia inh	Sm TGR inh	Pf growth 48h
18	CC(=O)c1cc2c(cc1NC(=O)c1ccc(C)cc1)OCCO2	8	27%	12	8%	-21%	23%
14	COc1ccc(CNC(=O)CNC(=O)c2c(C)nn(C)c2Cl)cc1	-2	30%	1	1%	27%	21%
12	COc1ccc(Nc2nnc(Cc3ccncc3)c3ccccc23)c(OC)c1	10	20%	13	5%	-5%	-58%

(cont.)
cpd	Structure	Cycloheximide cs	Pf growth 96h	Shiga toxin inh	FBPA Giardia inh	Sm TGR inh	Pf growth 48h
21	C=CCc1cc(/C=N/NC(=O)CSc2nnc(CCCc3ccc(OC)cc3)o2)cc(OC)c1O	-2	0.059µM*	-17	-2%	-2%	/
22	Cc1cccc(OCc2nnc(SCC(=O)N3CCCC3)n2C)c1	13	-19%	-7	5%	12%	0%
23	O=C(O)CCc1ccc(-c2cccs2)n1NC(=O)c1ccc(Cl)cc1	11	17%	40	10%	50µM*	10%
24	COc1cccc(O)c1CN1CCC(n2nccc2NC(=O)c2ccc3c(c2)OCO3)CC1	-3	14%	1	/	-14%	12µM*
25	COc1ccc(S(=O)(=O)Nc2ccc3cn[nH]c3c2)cc1[N+](=O)[O-]	/	?	/	/	1%	?
26	COc1ccc(Nc2nc3ccccc3c(=O)[nH]2)cc1	7	4.7µM*	-1	-12%	-5%	2.1µM*
27	Nc1cc(C(=O)OCC(=O)c2ccc(CC(=O)N3CCOCC3)s2)ccc1Cl	/	-17%	/	/	-22%	?
28	CCOC(=O)C1(CC2CCCCO2)CCN(C(=O)Nc2ccccc2CC)CC1 (configuration not stated)	1	35%[activator]	4	5%	-2%	0%
29	Cc1ccc(NC(=O)CC2Oc3ccccc3NC2=O)c(C)c1 (configuration not stated)	-9	?	-13	1%	-10%	/
30	O=C(Cc1ccc(S(=O)(=O)N2CCOCC2)s1)N(Cc1ccccc1)c1ccccc1	/	2.3µM*	/	/	0%	9.3µM*
31	COc1ccccc1NC(=O)c1ccc(N2CC3CC(C2)c2cccc(=O)n2C3)c(NC(=O)c2ccncc2)c1 (configuration not stated)	-6	?	-3	-3%	-22%	?
32	Cc1ccc(CNC(=O)CCNC(=O)c2ccc(Br)o2)cc1	-3	24%	-11	0%	-1%	/
33	Cc1cc(C)c(S(=O)(=O)Nc2ccc3c(c2)CCC3)c(C)c1	1	?	15	-18%	9%	-11%
34	O=C(CSCc1cccc(Br)c1)N=Nc1c(O)[nH]c2ccccc12	1	-22%	-10	/	5%	10%
35	O=C1CCCC/C1=C\Nc1ccc(Cl)cn1	27*	/	61*	?	?	-13%
36	COc1ccc(CNC(=O)c2c[nH]c3ccccc3c2=O)cc1	-1	-19%	-4	-7%	-29%	16%
37	CC1CCCCN1C(=O)CN1C(=O)c2ccccc2S1(=O)=O (configuration not stated)	/	57%[activator]	/	/	2%	26%
38	COc1ccc(CCNC(=O)c2cc3ccccn3n2)c(OC)c1OC	17	-47%	12	3%	74%[activator]	/
39	COc1ccc(C(C(=O)NC(C)(C)C)N(C(=O)CCC(=O)Nc2cc(C)on2)c2ccc(C)c(C)c2)cc1 (configuration not stated)	-3	17%	-11	9%	8%	?
40	O=C(NCCCn1ccnc1)/C(=C\c1ccc(Br)cc1)NC(=O)c1ccccc1	-9	?	-6	/	13%	-6%
41	Cc1ccc(OCCCC(=O)NC(C)c2ccccc2)cc1 (configuration not stated)	3	?	-15	0%	-2%	/
42	Cc1cc(C)c2nc3nc(C)cc(C)c3c(N)c2c1	15*	5%	33*	0%	-10%	2.3µM*
43	O=C(Oc1csc(=S)n1C(=O)c1ccccc1)c1ccccc1	-4	/	-25	8%	-18%	-7%
44	CC(C)CC1c2[nH]c3ccccc3c2CCN1C(=O)CCC(=O)N(C)C (configuration not stated)	18	6.6µM*	44*	-12%	-21%	1%
45	CC1(C(=O)N/N=C/c2ccc([N+](=O)[O-])o2)CC1(Br)Br (configuration not stated)	-4	10µM*	13	-3%	?	?
46	CSCc1nnc(NC(=O)c2ccc(S(=O)(=O)N(C)C)cc2)o1	-9	-8%	-11	?	-1%	?
47	c1ccc2c(c1)oc1c(NCc3ccc4c(c3)OCO4)ncnc12	-2	-15%	-12	-3%	-4%	15%
48	O=C(O)c1cc2c(cc1Br)OCCCO2	1	-2%	13	-1%	6%	4%
49	CCC(C)(C(=O)Nc1c(C)cccc1C)N(C)C(=O)c1ccc2ccccc2n1 (configuration not stated)	-3	9%	20	-2%	3%	2%
50	CC(C)c1nn2c(=O)cc(CSc3ccccc3NC(=O)c3ccccc3F)nc2s1	-3	8.3µM*	7	0%	11%	?
51	O=C1C=C(OCc2ccccc2)CN1	-2	?	-2	6%	-5%	10%
52	Cc1ccc(S(=O)(=O)Nc2nc(CN3CCOCC3)nc3sc(C)c(C)c23)cc1	/	2%	/	/	-3%	?
53	Cc1ccc(-c2nnc(Nc3ccc(C(=O)N(C)C)cc3)c3ccccc23)cc1S(N)(=O)=O	-2	0%	1	-4%	0%	9.3µM*
54	CN(Cc1cccc(Cl)c1Cl)CC(O)COc1ccccc1 (configuration not stated)	-5	-2%	-2	?	-8%	-6%
55	Cc1cc(SCC(=O)c2cccs2)nc2c(C)cccc12	2	46%[activator]	-6	-9%	3%	?
56	CC1CCCCC12NC(=O)N(CC(=O)Nc1ccccc1-c1ccccc1)C2=O (configuration not stated)	10	?	27	1%	4%	-25%
57	CCSC1=C(C#N)C(c2ccc(F)cc2)CC(=O)N1 (configuration not stated)	4	?	2	4%	0%	/
58	C=CCn1c(CCC(O)COCCC)n[nH]c1=S (configuration not stated)	-1	-24%	-5	?	0%	4%
59	COc1ccccc1NC(=O)COC(=O)c1ccc2c(c1)nc(C)n2-c1ccccc1	8	-19%	33	4%	8%	-6%
60	COc1cc(/C=C(\C#N)C(=O)Nc2ccccc2C(=O)O)cc(Cl)c1OC	4	-11%	32	9%	-4%	0%
61	O=c1c(-c2ccc([N+](=O)[O-])cc2)coc2c(O)c(O)ccc12	23*	?	57*	?	6%	?
62	CCOc1ccc(CNC(=O)C2CCCN(S(C)(=O)=O)C2)cc1OC (configuration not stated)	-4	?	-2	-3%	2%	5%
63	CCCCc1nn(-c2ccccc2C(F)(F)F)c(=O)n1Cc1ccc(-c2ccccc2S(=O)(=O)NC(=O)c2sccc2C)cc1	-4	/	-2	24%	/	/
64	Cc1nn(CC(=O)N/N=C/c2ccc(F)cc2)c(C)c1[N+](=O)[O-]	-3	37%[activator]	-13	2%	17%	11%
65	FC(F)(F)c1cc(CCN2C(=S)NC[C@@H]2Cc2ccccc2)cc(C(F)(F)F)c1	-2	?	-10	-10%	-17%	?
66	COc1ccc(-c2nsc3c(SCC(=O)Nc4cc(C)ccc4C)ncnc23)cc1	1	?	-7	-2%	-10%	?
